# EP2 modulator: modulates human prostaglandin E2 receptor EP2 signaling. EP2-expressing cells, cAMP HTRF FRET, PGE2 co-stimulation. induction, % at 25 µM. hit rate 0.83% among 260,000. AID 940;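 active = compounds whose cAMP rise, as percent of the full-agonist control response, exceeds 60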;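 note: rat C6 glioma line stably carrying human EP2 under a CMV promoter; the protocol text gives 20 µM as final concentration; 100% = response of wells given 1 µM PGE2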
# Target sequence (P43116 whole entry, looked up): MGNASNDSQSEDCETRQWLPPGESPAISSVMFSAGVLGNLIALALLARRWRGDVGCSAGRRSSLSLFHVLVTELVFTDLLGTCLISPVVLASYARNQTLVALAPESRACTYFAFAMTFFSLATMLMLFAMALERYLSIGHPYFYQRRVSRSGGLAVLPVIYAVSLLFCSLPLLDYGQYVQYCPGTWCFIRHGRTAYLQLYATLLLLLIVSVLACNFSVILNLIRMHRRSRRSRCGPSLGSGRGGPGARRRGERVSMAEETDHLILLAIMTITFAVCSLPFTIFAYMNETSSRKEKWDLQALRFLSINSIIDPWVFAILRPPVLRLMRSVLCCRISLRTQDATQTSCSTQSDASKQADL
# zfTRPN1 agonist: zebrafish TRPN1 (NompC) channel agonism; hit rate 0.18% among 220,000; activation, % at 3 µM; HEK293 zebrafish TRPN1-YFP, Fluo-8 calcium fluorescence; 100% = response to 87 µM carbachol; AID 1424;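 active = activation above its plate's cutoff, the mean activation of test wells on that plate plus 3 SD, cut at about 19% in these data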;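 note: 0% = DMSO alone and 100% = 87 µM carbachol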
#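 Material: zebrafish TRPN1-YFP in HEK293 cells; Doses: single test compound dose, 3 µM nominal, 0.3% DMSO; Timing: dye loading 1 h at 37 °C, then 30 min room temperature; Technique: intracellular calcium fluorescence with Fluo-8; Benchmarks: high carbachol 87 µM, low DMSO alone.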
# NPY-Y1 PAM-ag: potentiators or agonists of human neuropeptide Y receptor Y1; activation, % at 3.6 µM; P25929; NPY-Y1 expressing cells, potentiator/agonist activation; hit rate 0.37% among 220,000; in the data active = activation above about 33%, passing the limit was not always enough;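 note: cells stimulated with NPY at EC10 then isoproterenol at EC100; 0% = low agonist plus stimulus and 100% = saturating agonist plus stimulus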
# Target sequence (P25929 whole entry, looked up): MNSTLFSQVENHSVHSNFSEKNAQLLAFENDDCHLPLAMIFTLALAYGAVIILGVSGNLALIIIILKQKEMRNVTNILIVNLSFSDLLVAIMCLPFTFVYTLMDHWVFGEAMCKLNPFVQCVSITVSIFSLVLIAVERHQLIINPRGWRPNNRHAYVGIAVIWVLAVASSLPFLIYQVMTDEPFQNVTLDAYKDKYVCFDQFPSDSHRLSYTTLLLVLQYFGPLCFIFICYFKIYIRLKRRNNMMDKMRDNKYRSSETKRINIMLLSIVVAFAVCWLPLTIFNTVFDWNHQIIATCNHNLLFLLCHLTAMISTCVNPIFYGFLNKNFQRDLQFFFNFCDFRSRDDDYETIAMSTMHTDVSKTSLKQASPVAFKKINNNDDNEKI
# CHOP inh: blocks CHOP induction under ER stress | CHO-K1 CHOP-promoter luciferase, tunicamycin-induced, 15-18 h | inhibition, % at 10 µM | hit rate 3.8% among 220,000 | AID 2732;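 active = compounds that reduced the stress-induced luciferase reporter signal by more than about 70% of percent inhibition, limit read from the data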;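 note: 0% = tunicamycin plus vehicle and 100% = wells without tunicamycin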
# 14-3-3 Bad inh: disrupts binding of bovine 14-3-3 zeta to phospho-Bad peptide. P63103. TR-FRET 14-3-3zeta/Dy647-pBad peptide displacement, 1 h. inhibition, % at 21.7 µM. hit rate 0.71% among 220,000. AID 781;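 active = inhibition above about 70%, limit read from the data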;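 note: 0% = full 14-3-3 plus peptide FRET controls and 100% = background without 14-3-3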
# Target sequence (P63103 whole entry, looked up): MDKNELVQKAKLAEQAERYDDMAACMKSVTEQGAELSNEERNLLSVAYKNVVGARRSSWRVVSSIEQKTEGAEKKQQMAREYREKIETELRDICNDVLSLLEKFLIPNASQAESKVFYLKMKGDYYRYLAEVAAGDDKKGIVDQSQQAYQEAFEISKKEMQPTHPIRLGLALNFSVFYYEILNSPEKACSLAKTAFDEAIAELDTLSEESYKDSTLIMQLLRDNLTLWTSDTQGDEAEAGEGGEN
# NPY-Y1 antag: antagonists of human neuropeptide Y receptor Y1; P25929; HEK293-CNG Y1 cells, membrane potential fluorescence; NPY at EC95, then isoproterenol; inhibition, % at 3.6 µM; hit rate 1% among 200,000;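 active = inhibition above the campaign mean inhibition of all tested compounds plus 3 SD, cut at about 20% in these data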;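 note: 0% = DMSO wells given NPY plus isoproterenol and 100% = isoproterenol alone without NPY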
#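 Benchmarks – high control isoproterenol alone, low control NPY with isoproterenol · Material – HEK293 Y1/CNG channel cell line · Times – dye 3 h, compound 60 min room temperature, stimulation 45 min · Probe or stimulus – NPY (25 nM), isoproterenol (1 µM), Ro 20-1724 (25 µM) · Evaluation – % inhibition of NPY effect · Signal – fluorescence, membrane potential probe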
# EP2 antag: EP2 receptor (human) inhibition | AID 1422 | C6 glioma cells expressing human EP2, cAMP TR-FRET; cells stimulated with saturating PGE2 | inhibition, % at 25 µM | hit rate 0.52% among 260,000;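 active = percent inhibition above 40 after rounding to a whole number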;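 note: rat C6 glioma host cells with rolipram phosphodiesterase inhibitor present; the protocol text gives 20 µM as final concentration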
# TRPML3 ag: activates the human TRPML3 channel. Q8TDD5. HEK293 TRPML3-YFP, Fluo-8 calcium fluorescence; 100% = the carbachol control signal. activation, % at 3 µM. hit rate 0.29% among 220,000. AID 1448;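 active = activation above its plate's cutoff, the mean activation of the plate's test wells plus 3 SD, cut at about 12% in these data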;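 note: 0% = DMSO only wells and 100% = carbachol wells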
#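 Test system – HEK293 line with stable expression of human TRPML3-YFP channel · Control set – carbachol 87 µM final as high control (100%), DMSO as low control (0%) · Signal – Fluo-8 calcium dye fluorescence, ex 470-495, em 515-575 nm · Incubation – 1-h 37 °C dye load, 5-s basal, 120-s post-compound reads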
# PPC-1+TRAIL kill: compounds killing PPC-1 cancer cells with TRAIL present (potentiator screen, no TRAIL-free arm); PPC-1 cells + TRAIL, ATPLite viability luminescence; cell killing (% activity), % at 4 µM; hit rate 0.41% among 220,000; AID 1443;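 active = cell killing above 50% in the first pass at 4 µM, then a duplicate retest at 5 µM averaging 50% or more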;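 note: plate controls were cells with TRAIL plus DMSO for no effect and medium-only wells lacking cells for full effect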
# * = called active by the depositor; . = not tested or not shown; [ ] = another dose, or the depositor's remark. Some of the compounds tested; count on the stated rates, not on these rows.
SMILES,EP2 modulator,zfTRPN1 agonist,NPY-Y1 PAM-ag,CHOP inh,14-3-3 Bad inh,NPY-Y1 antag,EP2 antag,TRPML3 ag,PPC-1+TRAIL kill
COc1ccc(/C=C/C(=O)c2ccccc2O)cc1CN1CCOCC1,-20,0.0,-16,-36,-2,3,13,0.0,-17
S=C(NCCc1ccccc1)Nc1cccc2cnccc12,-76,7.7,-5,53,-5,2,7,4.7,20
C/C(=N\NC(=O)CSc1nc(C)cc(C)n1)c1cccs1,2,0.8,-31,33,-32[fluorescence artefact?],1,6,0.5,-13
CCOCC(=O)Nc1cc(OC)c(Cl)cc1OC,15,-0.8,-12,-1,10,11,9,-0.2,6
CCN(C(=O)CSc1nnc2nc(C)cc(C)n12)c1ccccc1,-8,2.0,-5,4,-16,1,7,1.0,18
CC(C)(C)c1ccc(OCc2ccc(C(=O)N/N=C/c3ccc(O)c(O)c3)cc2)cc1,-15,-0.6,8,28,-4,5,12,0.1,2
O=C(C1=C[C@H](c2ccc(C(F)(F)F)cc2)C[C@H](OCCCCO)O1)N1CCN(Cc2ccc3c(c2)OCO3)CC1,-22,-0.1,9,3,-3,-2,13,0.2,22
c1ccc(N2CCN(c3ccc4nncn4n3)CC2)nc1,1,0.1,9,10,5,2,7,0.2,-9
CCSc1nnc(NS(=O)(=O)c2ccc(OC)cc2)s1,-4,0.0,4,14,-5,4,8,0.8,16
O=C(CN1C(=O)C2(OCCO2)c2ccccc21)c1ccc(Br)cc1,8,0.0,5,12,4,2,5,0.0,0
COc1ccc(CN2CCN(c3ccccn3)CC2)c(OC)c1C,-12,-2.1,10,20,10,.,14,-0.4,-4
COc1ccc(NC2CC(=O)N(c3cccc(C)c3)C2=O)cc1 (configuration not stated),17,0.3,0,37,7,5,6,-0.7,-1
Cc1ccc(-c2ccc(SCC(=O)Nc3cc(C)on3)nn2)cc1,9,-1.6,14,16,-4,0,6,0.0,29
NC(=O)C[n+]1cccc(C(N)=O)c1,19,0.2,-2,0,-5,1,5,0.6,0
Cc1ccc(S(=O)(=O)N2CCCCC2)cc1NC(=O)CSc1nccn1C,-17,1.4,6,-21,-10,0,8,0.8,6
CCOC(=O)C1=C(C)Nc2ccccc2N=C1NC(=O)Cc1ccc(Cl)c(Cl)c1,-34,-1.5,16,-14,-7,9,7,0.4,30
CN(Cc1ccccc1)C(=O)COc1ccc(-c2nnco2)cc1,28,2.7,5,-2,-4[fluorescence artefact?],-1,8,1.2,28
Cc1ccc(S(=O)(=O)c2c(N)n(-c3ccccc3)c3nc4ccccc4nc23)cc1,-10,0.9,5,29,7,-8,8,0.2,14
O=S(=O)(c1cccc(-n2cnnn2)c1)N1CCOCC1,-3,1.0,0,13,4,4,12,0.1,4
COc1ccc(OC)c(N/C(C)=C/C(=O)c2ccc(Br)cc2)c1,-16,-0.3,-20,14,-12,13,10,-0.2,18
COc1cc(C)c2occ(/C(C)=N\O)c2c1,18,-2.5,-15,22,8,0,5,-0.3,-3
O=C(N/N=C/c1ccccc1Cl)c1nc2ccc([N+](=O)[O-])cc2c(=O)[nH]1,-18,-0.2,-5,7,18,2,5,0.7,3
COCCn1nnnc1C(c1ccc(OC)c(OC)c1)N1CCc2ccccc21 (configuration not stated),37,-2.1,8,20,-13[fluorescence artefact?],-2,7,-0.3,2
CCCc1ccc(-c2cc(C(=O)Nc3ccc([N+](=O)[O-])cn3)c3ccccc3n2)cc1,0,-0.6,-21,38,-4[fluorescence artefact?],2,8,0.7,18
COc1ccc2nc(C)cc(SCC(=O)Nc3c(C)cc(C)cc3C)c2c1,-1,1.8,8,-46,67[fluorescence artefact?],-2,7,-0.1,15
O=C(CCSc1ccccc1)NCC1CCCO1 (configuration not stated),32,-0.1,-4,-14,0,1,26,0.7,14
CCOc1ccc(Br)cc1S(=O)(=O)Nc1cccc(S(=O)(=O)N(CC)CC)c1,-8,1.3,-2,25,-12,2,8,4.0,9
COc1ccc(C2=Nn3c(nnc3-c3ccncc3)SC2)cc1OC,28,0.1,-21,43,66[fluorescence artefact?],2,9,-0.5,0
COc1ccc(OC)c(N(CC(=O)NCc2ccccn2)S(C)(=O)=O)c1,18,-0.1,0,11,-5,-3,3,0.8,0
Clc1ccc(C2=NOC(c3nnc(-c4ccccc4)o3)C2)cc1 (configuration not stated),10,.,.,-2,-4,.,0,.,8
C[C@@H]1O[C@@H](Oc2c(-c3cc(O)c(O)c(O)c3)oc3cc(O)cc(O)c3c2=O)[C@H](O)[C@H](O)[C@H]1O,22,3.1,-2,17,-14,-6,21,0.5,12
O=C(c1cc(C2CC2)on1)N1CCN(c2ccc(F)cc2)CC1,7,1.7,19,57,6,-1,8,1.4,9
Cc1ccc2cc(-c3noc(C4CCCCC4)n3)c(=O)[nH]c2c1,-15,0.5,-9,16,7,-1,9,0.8,2
CN(C(=O)COC(=O)c1cccnc1Nc1ccccc1F)C1CCS(=O)(=O)C1 (configuration not stated),0,0.6,-4,8,-23[fluorescence artefact?],-4,6,0.8,13
COc1ccc(OC)c(C2C(C(C)=O)=C(O)C(=O)N2CCC(=O)O)c1 (configuration not stated),20,0.7,6,-12,34,1,17,-0.5,6
COc1ccc(Nc2nnc(-c3ccc(O)cc3)c3ccccc23)cc1,-43,-2.7,9,26,1,2,4,-0.7,-8
Cc1cc(C(=O)OCC(=O)Nc2ccc(F)cc2)c(C)o1,-1,-0.4,-19,29,-2,4,7,-0.2,16
O=C1c2ccccc2CC1(Cc1ccccc1)Cc1ccccc1,56,-1.1,-32,33,1,7,2,-0.1,23
CC(C)(C)N1C(=O)c2ccc(C(=O)O)cc2C1=O,24,-0.5,-12,-14,11,2,14,0.8,3
O=C(COc1ccc2c(c1)CCC2)N1CCc2ccccc21,0,-0.5,-19,40,1,14,5,-0.7,9
COCCNC(=O)CNC(=O)c1nn(-c2ccc(OC)c(Cl)c2)c(=O)c2ccccc12,-1,1.2,-12,45,-1,-3,11,0.3,3
COc1cccc(C(=O)O/N=C(\N)Cc2ccc(Cl)cc2)c1,-38,0.2,6,-5,-7,-2,5,0.7,28
C/C(=N\Nc1ccc(S(N)(=O)=O)cc1[N+](=O)[O-])c1ccccc1O,-1,-1.6,15,-15,4,.,2,-0.1,24
O=C(C1CCCN(S(=O)(=O)c2cccs2)C1)N1CCC(N2CCCCC2)CC1 (configuration not stated),8,1.4,0,3,1,-4,16,1.0,28
CC(=O)N(c1ccccc1)C1CCCC1,16,0.4,-1,18,-8,3,5,0.9,9
Cc1nnc2n1N=C(c1ccc3c(c1)NC(=O)CO3)CS2,-14,-0.4,-5,8,7,.,7,1.0,23
COc1cc(OC)c(C(=O)NNC(=S)NC2CCCCC2)cc1OC,12,0.6,-22,24,-24,1,7,0.9,3
CCCNC(=S)NC1CCCC1,17,0.1,-9,16,-7,0,4,0.5,-2
CCOc1cc(C(=O)Nc2ccc(C)cc2C)ccc1OCC(=O)N1CCCCC1,6,-0.3,-3,2,5[fluorescence artefact?],1,11,1.2,21
Cc1cccc(N2C(=O)CC(Sc3nnc(C)s3)C2=O)c1 (configuration not stated),14,1.1,-19,6,3,-4,13,0.3,9
Cc1cc(C(C)(C)C)nc2[nH]n(-c3ccccc3)c(=O)c12,-14,-0.6,-9,32,3,8,2,1.3,-4
COc1ccc(CCNC(=O)c2ccc(Cl)cc2)cc1,-31,-1.1,-30,29,2,3,8,-0.3,4
Cc1cc(-c2nnc(CCC(=O)NC(C)c3cccc4ccccc34)o2)no1 (configuration not stated),6,1.1,-17,1,-6,2,8,0.1,13
CC(C)(C)c1ccccc1N=Cc1ccc2ccccc2n1,44,0.9,21,13,-2,4,23,0.2,-1
COc1ccc(S(=O)(=O)Cc2ccc(C(=O)N3CCN(c4ncccn4)CC3)o2)cc1,.,1.1,8,.,.,1,.,0.6,.
CCOc1ccc(C(=O)OCC(=O)Nc2ccc(SC(F)F)cc2)cc1OCC,36,1.8,-15,31,0,5,7,0.6,6
COc1ccc(OCC(=O)Nc2ccc3c(c2)nc(CN2CCN(C(C)=O)CC2)n3C)cc1,-2,-0.7,18,1,-4,.,8,0.9,20
COc1ccc(C2OC(=O)CC2C(=O)NCc2ccc(C)cc2)cc1OC (configuration not stated),20,0.0,6,13,-12,-2,7,0.5,-3
Cc1cccc(OCc2nnc(SCC(=O)N3CCN(c4ccccc4)CC3)o2)c1C,19,-0.8,-3,15,-18,2,10,0.4,0
COc1c(S(=O)(=O)N2CCCC2)ccc(Cl)c1Cl,-31,0.4,-2,18,7,17,9,12*,12
# Other compounds
SMILES,EP2 modulator,zfTRPN1 agonist,NPY-Y1 PAM-ag,CHOP inh,14-3-3 Bad inh,NPY-Y1 antag,EP2 antag,TRPML3 ag,PPC-1+TRAIL kill
O=C(CCCCn1c(=O)[nH]c2ccccc2c1=O)NCCC1=CCCCC1,-17,-0.8,-50,31,-16[fluorescence artefact?],4,7,0.6,17
CCOc1ccc(NC(=S)NN(C)C(=S)Nc2ccc(OCC)cc2)cc1,-19,1.4,-10,25,1[fluorescence artefact?],11,14,0.5,4
Cc1ccc2nsnc2c1S(=O)(=O)N1CCCC1,25,-0.9,17,16,4,7,9,0.2,-37
CCOC(=O)C1(CC2CCCCO2)CCN(S(=O)(=O)c2ccc(OC)cc2)CC1 (configuration not stated),7,-2.9,18,57,-6,12,7,-0.7,-6
CCCC[C@@H]1C[C@H]1[C@@H](NC(=O)c1ccccc1)c1ccccc1C(F)(F)F,-3,0.3,-17,34,5[fluorescence artefact?],12,16,-0.1,12
Cc1c(C(=O)NCCCN2CCCC2=O)oc2ccc(S(=O)(=O)N3CCOCC3)cc12,-10,1.1,6,27,.,-5,6,1.5,27
Cc1noc(C)c1C(=O)Nc1nc(-c2ccccc2Cl)cs1,-17,-0.7,-22,-17,-11,-2,8,0.3,6
CCc1nc(N)c(C#N)c(-c2cccn2C)c1C,.,-0.2,-5,.,.,1,9,0.0,.
CCOC(=O)CNC(=O)C1CCCc2c1[nH]c1ccc(Cl)cc21 (configuration not stated),-94,1.2,21,32,-9,0,14,0.5,19
CCCn1c(SC(C(=O)Nc2cc(C)ccc2OC)c2ccccc2)nc2ccccc2c1=O (configuration not stated),15,0.5,-13,4,-2[fluorescence artefact?],0,10,0.4,8
CCc1c(C)c(C#N)c2nc3ccccc3n2c1N1CCN(c2cc(C)ccn2)CC1,25,0.0,20,3,-3,1,.,0.7,-13
